High-throughput results: PubChem, Sanford-Burnham Center for Chemical Genomics
STEP inh: STEP phosphatase inhibitors, primary screen, biochemical, fluorescence intensity, uHTS; Tyrosine-protein phosphatase non-receptor type 5 (Homo sapiens), P54829; recombinant STEP, OMFP fluorogenic substrate; inhibition, % at 20 µM; 360,000 tested, 0.25% active;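 active = inhibition at 20 µM, scaled per plate between control wells, above about 37%, limit read from the data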;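 note: 0% = DMSO with enzyme and substrate and 100% = substrate only without enzyme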
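Assay system: isolated STEP enzyme / Timing: 20 min at room temperature, dark / Doses: 20 µM, 1% DMSO / Technique: fluorescence intensity, excitation 480 nm, emission 540 nm / Reagent: fluorogenic phosphatase substrate OMFP at 25 µM final / Measure: percent inhibition scaled to no-enzyme and uninhibited-enzyme controls, plate-pattern corrected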
Scp1 inh: Scp-1 phosphatase inhibitors, primary screen, biochemical, colorimetric, uHTS; Carboxy-terminal domain RNA polymerase II polypeptide A small phosphatase 1 (Homo …; Recombinant Scp1, phosphopeptide, malachite green phosphate absorbance; inhibition, % at 20 µM; 340,000 tested, 0.88% active; AID 493091, 2011;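 active = inhibition above about 50% at 20 µM, limit read from the data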;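 note: plate controls were DMSO wells with enzyme for no effect and wells lacking enzyme for full effect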
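Material: truncated SCP-1 phosphatase (76-261aa) / Buffer or medium: 50 mM Tris acetate pH 5.5, 0.005% Tween-20, 10 mM MgCl2 / Compound dosing: one concentration, 20 µM, with 1.0% DMSO / Incubation: 45 min room-temperature reaction, 5 min colour, 30 min stabiliser / Detection: colorimetric free-phosphate detection, absorbance 630 nm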
DNMT1 block: human DNMT1 methyltransferase inhibitors, primary screen, biochemical, molecular beacon, fluorescence, HinP1I cleavage, uHTS; DNA (cytosine-5)-methyltransferase 1 (Homo sapiens), P26358; inhibition (reported as % activation of signal), % at 10 µM; 360,000 tested, 0.83% active; AID 588458, 2011; in the data active = inhibition above about 50%
Rpn11 inh: Rpn11 (PSMD14) deubiquitinase inhibitors, primary screen, biochemical, fluorescence polarization, uHTS | 26S proteasome non-ATPase regulatory subunit 14 (Homo sapiens), O00487 | 360,000 tested, 0.59% active | human 26S proteasome, Ub4-pepOG fluorescence polarization; 20S core pre-blocked with epoxomicin | calls only at 20 µM;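 active = inhibition at 20 µM, scaled to each plate's controls, above about 33%, limit read from the data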
SUMO1 PPI mod: modulators of SUMO1 protein-protein interactions, primary screen, biochemical, uHTS; AID 602429, 2012; Small ubiquitin-related modifier 1 (Homo sapiens), P63165; SUMO1 binding to a labelled peptide, TR-FRET, 1 h; inhibition, % at 20 µM; 360,000 tested, 0.33% active; in the data active = inhibition above about 37%
CendR NRP1 mod: modulators of CendR peptide binding to NRP-1, primary screen, biochemical, fluorescence polarization, uHTS; Neuropilin-1 (Homo sapiens), O14786; FAM-RPARPAR peptide binding to NRP-1; inhibition, % at 25 µM; 360,000 tested, 0.85% active; AID 602438, 2012;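 active = inhibition or corrected inhibition above about 18%, plus a signal ratio from 0.5 to 1.5, limit read from the data, passing the limit was not always enough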; note: strong numbers were not always called active
Target sequence (O14786 whole entry, looked up): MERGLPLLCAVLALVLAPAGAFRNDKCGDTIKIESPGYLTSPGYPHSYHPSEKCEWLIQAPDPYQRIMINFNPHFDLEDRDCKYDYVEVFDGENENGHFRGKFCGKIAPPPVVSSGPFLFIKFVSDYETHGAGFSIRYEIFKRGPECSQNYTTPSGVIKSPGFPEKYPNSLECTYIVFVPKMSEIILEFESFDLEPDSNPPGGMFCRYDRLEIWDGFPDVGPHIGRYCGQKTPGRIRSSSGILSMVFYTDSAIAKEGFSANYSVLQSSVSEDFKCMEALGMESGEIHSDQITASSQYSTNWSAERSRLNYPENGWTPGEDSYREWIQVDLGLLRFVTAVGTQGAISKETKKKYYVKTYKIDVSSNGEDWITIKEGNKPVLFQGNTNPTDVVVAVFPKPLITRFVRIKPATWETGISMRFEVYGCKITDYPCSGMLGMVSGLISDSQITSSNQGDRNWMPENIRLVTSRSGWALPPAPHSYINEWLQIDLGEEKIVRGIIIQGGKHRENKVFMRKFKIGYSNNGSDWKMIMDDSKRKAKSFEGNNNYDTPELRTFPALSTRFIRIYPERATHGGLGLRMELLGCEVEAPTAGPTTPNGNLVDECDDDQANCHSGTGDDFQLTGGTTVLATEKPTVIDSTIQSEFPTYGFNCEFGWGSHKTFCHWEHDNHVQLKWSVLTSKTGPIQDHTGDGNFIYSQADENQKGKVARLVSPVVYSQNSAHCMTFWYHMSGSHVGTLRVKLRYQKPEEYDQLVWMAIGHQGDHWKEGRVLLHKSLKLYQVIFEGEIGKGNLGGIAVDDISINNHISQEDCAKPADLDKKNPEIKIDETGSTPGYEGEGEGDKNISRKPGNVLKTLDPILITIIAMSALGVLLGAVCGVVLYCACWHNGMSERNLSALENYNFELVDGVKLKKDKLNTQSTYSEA
MT1-MMP act inh: blockers of MT1-MMP proenzyme processing, primary screen, HT1080 RFP-PRO-GFP cells, GFP/RFP fluorescence. GFP/RFP ratio fluorescence, overnight; percent of plate control window, DMSO zero. GFP/RFP ratio change, % at 20 µM. 360,000 tested, 0.061% active. AID 651647, 2012;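 active = GFP/RFP ratio change of at least 30% with cell ATP level not reduced by more than half and red fluorescence within 50% of control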; note: strong numbers were not always called active
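Compound: 20 µM single dose, 1% DMSO / System: HT1080 RFP-PRO-GFP cells / Controls: DMSO and RFP-L50D-GFP cell wells / Read-out basis: GFP/RFP fluorescence ratio / Schedule: overnight compound exposure at 37 °C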
LMPTP inh: LMPTP phosphatase inhibitors, primary screen, biochemical, fluorescence intensity, uHTS; Low molecular weight phosphotyrosine protein phosphatase (Homo sapiens), P24666; recombinant LMPTP-A, OMFP fluorogenic substrate; inhibition, % at 20 µM; 360,000 tested, 0.22% active;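 active = compounds that cut the enzyme signal by at least half of the control window in the single-dose screen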;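 note: plate controls were DMSO wells with enzyme plus substrate for no effect and substrate without enzyme for full effect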
Target sequence (P24666 whole entry, looked up): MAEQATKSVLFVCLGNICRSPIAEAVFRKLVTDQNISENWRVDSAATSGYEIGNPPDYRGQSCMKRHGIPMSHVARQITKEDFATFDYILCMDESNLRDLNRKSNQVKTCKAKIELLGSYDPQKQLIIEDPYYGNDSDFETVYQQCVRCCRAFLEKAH
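Test system – LMPTP-A enzyme · Amount – LMPTP-A at 0.625 nM final in the reaction · Buffer or medium – Bis-Tris pH 6.0, DTT, detergent · Reagent – OMFP 400 µM · Doses – single 20 µM dose · Schedule – reaction 50 min, room temperature, dark · Detection – fluorescence intensity of OMFP turnover product · Evaluation – percent inhibition versus substrate-only and uninhibited controls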
NadD inh: inhibitors of S. aureus NadD, primary screen, biochemical, colorimetric, uHTS; inhibition, % at 20 µM; Nicotinate-nucleotide adenylyltransferase NadD (Staphylococcus aureus N315); purified NadD enzyme, colorimetric absorbance read-out; 360,000 tested, 0.78% active; in the data active = inhibition above about 26%; note: some compounds past the cut are filed as inactive
SKN-1 block: suppressors of acrylamide-induced Pgst-4::GFP reporter in worms, primary screen, SKN-1 inhibitor project, whole organism, uHTS, GFP/RFP fluorescence ratio, strain VP596; C. elegans VP596 Pgst-4::GFP/RFP ratio, 24 h; inhibition, % at 21.8 µM; 360,000 tested, 0.49% active;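 active = interference check ratio from 0.5 to 1.5 plus GFP to RFP signal ratio inhibition reaching or exceeding a fixed threshold, cut at about 30% in these data, passing the limit was not always enough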; note: some compounds called inactive have numbers as strong as hits
Starred values were filed as active, the others as inactive.

Screening Cc1ccc(S(=O)(=O)N2CCCC2C(=O)OCc2nc3ccccc3s2)cc1 (stereo not drawn) returned STEP inh -1, Scp1 inh -9, DNMT1 block -2, Rpn11 inh inactive, SUMO1 PPI mod 1, CendR NRP1 mod 6, MT1-MMP act inh -1, LMPTP inh 3.6, NadD inh -6 and SKN-1 block -3.
CCOC(=O)c1nn(-c2ccccc2)c2nnc(Cc3ccc(C)cc3)c(=O)n12 was read as STEP inh 1, Scp1 inh -4, DNMT1 block 5, Rpn11 inh inactive, SUMO1 PPI mod -1, CendR NRP1 mod -8, MT1-MMP act inh 0, LMPTP inh -5.7, NadD inh -6 and SKN-1 block 7.
For Cc1ccc(OCc2cc(C(=O)NC3CCCCC3)no2)cn1 the results were STEP inh 1, Scp1 inh -5, DNMT1 block 1, Rpn11 inh inactive, SUMO1 PPI mod -3, CendR NRP1 mod 6, MT1-MMP act inh -2, LMPTP inh -0.8, NadD inh -1 and SKN-1 block 3.
`O=S(=O)(c1ccc(Cl)cc1)N1CCN(C2CCN(Cc3ccccc3)CC2)CC1` gave STEP inh -5, Scp1 inh -3, DNMT1 block 4, Rpn11 inh inactive, SUMO1 PPI mod -5, CendR NRP1 mod 1, MT1-MMP act inh -3, LMPTP inh -2.8, NadD inh 3 and SKN-1 block 7.
`CCN1CCc2c(sc(NC(=S)NC(=O)c3ccccc3)c2C#N)C1` gave STEP inh -3, Scp1 inh 9, DNMT1 block -5, Rpn11 inh inactive, SUMO1 PPI mod -1, CendR NRP1 mod -38, MT1-MMP act inh -30, LMPTP inh 58*, NadD inh 3 and SKN-1 block 25.
`CNC(=S)NNC(=O)c1cc(-c2cccnc2)nc2ccccc12` gave STEP inh 1, Scp1 inh -7, DNMT1 block -1, Rpn11 inh inactive, SUMO1 PPI mod -7, CendR NRP1 mod -3, MT1-MMP act inh -1, LMPTP inh 0.4, NadD inh -3 and SKN-1 block 6.
Screening O=C(NCCS(=O)(=O)N1CCN(c2cccc(Cl)c2)CC1)C1CCCC1 returned STEP inh -1, Scp1 inh -8, DNMT1 block 0, Rpn11 inh inactive, SUMO1 PPI mod -1, CendR NRP1 mod 18, MT1-MMP act inh 0, LMPTP inh -1.1, NadD inh -3 and SKN-1 block 18.
`OC(CN1CCN(c2ccc(C(F)(F)F)cn2)CC1)c1ccccc1` (stereo not drawn) gave STEP inh -3, Scp1 inh -4, DNMT1 block -3, Rpn11 inh inactive, SUMO1 PPI mod 3, CendR NRP1 mod 10, MT1-MMP act inh 4, LMPTP inh -1.6, NadD inh -8 and SKN-1 block -5.
`C#CCOCCOCCOCCNc1nc(N2CCN(C(=O)[C@H](CCCCN)n3cc([C@@H](N)C(C)CC)nn3)CC2)nc(N2CCN(C(=O)[C@H](Cc3ccc(O)cc3)n3cc([C@@H](N)CC(C)C)nn3)CC2)n1` (stereo partly drawn) gave STEP inh 0, Scp1 inh -6, DNMT1 block 2, Rpn11 inh inactive, SUMO1 PPI mod -82, CendR NRP1 mod 1, MT1-MMP act inh 3, LMPTP inh -5.8, NadD inh -7 and SKN-1 block 8.
`CCc1ccc(N(C(=O)c2snc(C(N)=O)c2N)C(C(=O)NC2CCCC2)c2ccncc2)cc1` (stereo not drawn) gave STEP inh -2, Scp1 inh -8, DNMT1 block -1, Rpn11 inh inactive, SUMO1 PPI mod 2, CendR NRP1 mod 4, MT1-MMP act inh 2, LMPTP inh 0.4, NadD inh -1 and SKN-1 block 11.
`CSc1nnc(NC(=O)c2nc(S(=O)(=O)Cc3ccccc3)ncc2Cl)s1` gave STEP inh -4, Scp1 inh -5, DNMT1 block 4, Rpn11 inh inactive, SUMO1 PPI mod 4, CendR NRP1 mod 0, MT1-MMP act inh -2, LMPTP inh -1.4, NadD inh 1 and SKN-1 block 7.
CCOC(=O)C1C(c2ccccc2O)NC(=O)NC1(O)C(F)(F)F (stereo not drawn) was read as STEP inh 2, Scp1 inh -4, DNMT1 block 4, Rpn11 inh inactive, SUMO1 PPI mod 3, CendR NRP1 mod 3, MT1-MMP act inh -1, LMPTP inh -1.6, NadD inh 8 and SKN-1 block 18.
Screening CSC1=NCCN1C(=O)c1cccc(Br)c1 returned STEP inh 0, Scp1 inh -2, DNMT1 block 3, Rpn11 inh inactive, SUMO1 PPI mod 0, CendR NRP1 mod -3, MT1-MMP act inh 10, LMPTP inh -0.1, NadD inh 3 and SKN-1 block -8.
For CC(C#Cc1c([C@@H](C)Oc2ccccc2)nnn1Cc1ccccc1)Oc1ccccc1 (stereo partly drawn) the results were STEP inh 2, Scp1 inh -15, DNMT1 block 28, Rpn11 inh inactive, SUMO1 PPI mod 19, CendR NRP1 mod 0, MT1-MMP act inh -3, LMPTP inh 3.5, NadD inh 8 and SKN-1 block 3.
Screening NC(=S)N=Nc1c(O)n(Cc2ccc(Br)cc2)c2ccccc12 returned STEP inh 0, Scp1 inh -9, DNMT1 block 3, Rpn11 inh inactive, SUMO1 PPI mod 2, CendR NRP1 mod -23, MT1-MMP act inh 7, LMPTP inh 3.4, NadD inh 15 and SKN-1 block 9.

Random excerpt: two records from the list
Screening CSC1=NCCN1C(=O)c1cccc(Br)c1 returned STEP inh 0, Scp1 inh -2, DNMT1 block 3, Rpn11 inh inactive, SUMO1 PPI mod 0, CendR NRP1 mod -3, MT1-MMP act inh 10, LMPTP inh -0.1, NadD inh 3 and SKN-1 block -8.
Screening NC(=S)N=Nc1c(O)n(Cc2ccc(Br)cc2)c2ccccc12 returned STEP inh 0, Scp1 inh -9, DNMT1 block 3, Rpn11 inh inactive, SUMO1 PPI mod 2, CendR NRP1 mod -23, MT1-MMP act inh 7, LMPTP inh 3.4, NadD inh 15 and SKN-1 block 9.

New compounds follow
For CSc1ccc(/C=C2\NC(=O)NC2=O)cc1 the results were STEP inh -2, Scp1 inh -5, DNMT1 block 2, Rpn11 inh inactive, SUMO1 PPI mod -34, CendR NRP1 mod 8, MT1-MMP act inh 1, LMPTP inh -1.5, NadD inh -10 and SKN-1 block -12.
`COc1ccc(CCN=C(NS(=O)(=O)c2ccccc2)c2ccccc2)cc1OC` gave STEP inh 0, Scp1 inh -9, DNMT1 block 6, Rpn11 inh inactive, SUMO1 PPI mod 3, CendR NRP1 mod 3, MT1-MMP act inh -2, LMPTP inh -1.4, NadD inh -11 and SKN-1 block 9.
For Cc1ccc(C(=O)CS(C)(=O)=O)cc1 the results were STEP inh 2, Scp1 inh 3, DNMT1 block -3, Rpn11 inh inactive, SUMO1 PPI mod -7, CendR NRP1 mod -5, MT1-MMP act inh 1, LMPTP inh -2.3, NadD inh -4 and SKN-1 block -11.
For COc1ccc(-c2[nH]ncc2CN2CCSCC2)c(OC)c1 the results were STEP inh -2, Scp1 inh 1, DNMT1 block -5, Rpn11 inh inactive, SUMO1 PPI mod -1, CendR NRP1 mod -12, MT1-MMP act inh -2, LMPTP inh -0.6, NadD inh -2 and SKN-1 block -12.
For CCc1nc2nc(C)c(NS(=O)(=O)c3ccc(Br)s3)c(=O)n2[nH]1 the results were STEP inh -5, Scp1 inh 8, DNMT1 block 11, Rpn11 inh inactive, SUMO1 PPI mod -11, CendR NRP1 mod 8, MT1-MMP act inh 3, LMPTP inh 1.1, NadD inh -1 and SKN-1 block -16.
`CC(C)NC(=O)CN(Cc1ccc(F)cc1)C(=O)CCC(=O)Nc1nccs1` gave STEP inh 0, Scp1 inh -4, DNMT1 block -1, Rpn11 inh inactive, SUMO1 PPI mod 1, CendR NRP1 mod 4, MT1-MMP act inh 3, LMPTP inh -0.8, NadD inh -5 and SKN-1 block 7.
For COc1ccc(-c2nc(SC)n(C)c(=O)c2C#N)cc1OC the results were STEP inh 0, Scp1 inh -5, DNMT1 block 4, Rpn11 inh inactive, SUMO1 PPI mod -10, CendR NRP1 mod -6, MT1-MMP act inh -5, LMPTP inh -1.2, NadD inh -4 and SKN-1 block -1.
Screening COc1ccc([C@@H]2[C@@H]3C(=O)N(C(C)(C)C)C(=O)[C@@H]3[C@]3(Cc4ccccc4)C(=O)N(c4cccc(Cl)c4)C(=O)N23)cc1 returned STEP inh -1, Scp1 inh -11, DNMT1 block -12, Rpn11 inh inactive, SUMO1 PPI mod -4, CendR NRP1 mod 2, MT1-MMP act inh -1, LMPTP inh 0.7, NadD inh 0 and SKN-1 block -10.
`Cn1ncc([N+](=O)[O-])c1C(=O)Nc1nccs1` gave STEP inh -3, Scp1 inh -8, DNMT1 block -6, Rpn11 inh inactive, SUMO1 PPI mod 3, CendR NRP1 mod 7, MT1-MMP act inh 2, LMPTP inh -1.4, NadD inh -1 and SKN-1 block 7.
Cc1csc(NC(=O)C(C)N2C(=O)c3ccccc3S2(=O)=O)n1 (stereo not drawn) was read as STEP inh 1, Scp1 inh -6, DNMT1 block -2, Rpn11 inh inactive, SUMO1 PPI mod -3, CendR NRP1 mod 7, MT1-MMP act inh 1, LMPTP inh 0.5, NadD inh -4 and SKN-1 block 7.
For c1cc2ccc3ccc(-n4cnnn4)c4ccc(c1)c2c34 the results were STEP inh 1, Scp1 inh 27, DNMT1 block 60*, Rpn11 inh inactive, SUMO1 PPI mod -3, CendR NRP1 mod -29, MT1-MMP act inh -23, LMPTP inh 13, NadD inh 0 and SKN-1 block 9.
For O=C1Cn2c(nc3ccccc32)N1c1ccccc1F the results were STEP inh -2, Scp1 inh -5, DNMT1 block 0, Rpn11 inh inactive, SUMO1 PPI mod 7, CendR NRP1 mod 5, MT1-MMP act inh 4, LMPTP inh -0.9, NadD inh 0 and SKN-1 block 9.
For N/C(=N\OC(=O)CCCOc1ccc(Cl)cc1Cl)c1ccncc1 the results were STEP inh 1, Scp1 inh -4, DNMT1 block 0, Rpn11 inh inactive, SUMO1 PPI mod 3, CendR NRP1 mod -6, MT1-MMP act inh 5, LMPTP inh 0.9, NadD inh -6 and SKN-1 block 18.
